Screening results (PubChem BioAssay)
FN deposition inh: fibronectin deposition inhibition; 0.086% of 350,000 active; inhibition, % at 12.6 µM; AH1F fibroblasts, Alexa488-fibronectin deposition fluorescence, overnight;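 active = mean inhibition across replicates of 30% or more, regardless of how many single replicates reach that level; inconclusive = mean under 30% yet at least half of replicates reach 30%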;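 also: positive control wells lacked labelled fibronectin entirely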
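Material: AH1F fibroblast monolayer depositing Alexa488-labelled fibronectin into matrix | Input: 10000 AH1F cells/well | Medium: DMEM plus 2% serum, read in PBS | Reagent: Alexa488-fibronectin, 24 nM final in well | Compound dosing: One dose per compound, pinned | Schedule: 1 h adhesion, overnight exposure | Measured by: Fluorescence at 485 nm excitation, 525 nm emission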
miR122 inh: miR-122 inhibition in Huh7 cells; AID 602342; Huh7 miR-122 Renilla luciferase sensor, 48 h; neutral wells = 0, positive control = 100; 0.3% of 340,000 active; activation (reporter increase), % at 12.5 µM;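 active = mean replicate activation score at least 90 and every replicate individually at or above 90; inconclusive = only one of the two criteria met; inactive = neither criterion met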;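 also: higher luciferase means less miR-122 activity so hits act as miR-122 inhibitors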
EWS-Fli block: EWS/Fli transcriptional activity inhibition. A673 NR0B1-luciferase reporter, viability-normalised. AID 651661. inhibition, % at 12.6 µM. 0.67% of 350,000 active;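 active = mean inhibition of at least 50% after viability correction, with every replicate also passing that limit; inconclusive = mean reaches 50% but only one of two replicates passes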;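 also: firefly luciferase signal divided by Alamar Blue viability fluorescence both relative to DMSO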
F508del corr: correctors of CFTR F508del function in bronchial epithelial cells | CFBE cells, YFP halide quenching; stimulated with forskolin plus potentiator P3; % fluorescence drop versus neutral controls | activity (quench increase), % at 7.58 µM | 0.36% of 350,000 active;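 active = mean added fluorescence quench of at least 8% versus neutral control, with both replicates also reaching 8%; inconclusive = only one of the mean or replicate conditions met; inactive = mean below 8% and not both replicates reaching 8%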;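 also: cells transiently co-express mutant CFTR-F508del with the halide-sensitive YFP; corrector assay measuring rescue of mutant channel to the surface after 24 h compound exposure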
INS-1E GSIS act: primary screen for activators of insulin secretion dependent on glucose, INS-1E cells, GLuc reporter luminescence; INS-1E GLuc reporter insulin secretion, 2-3 h; 0.61% of 370,000 active; AID 743287; activation, % at 16.6 µM;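 active = lowest replicate activation of at least 40%, so every replicate reaches that level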;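 also: 0% = median of neutral control wells and 100% = median of IBMX positive control wells; some compounds called inactive have numbers as strong as hits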
PAX8 inh HTS: PAX8 transcriptional activity inhibition; RMG-I TPO-luciferase reporter, SteadyGlo, 24 h; inhibition, % at 12.6 µM; 1.2% of 360,000 active; AID 652154;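 active = mean replicate inhibition at least 60% with every replicate also reaching 60%; inconclusive = only one of the two criteria is met; inactive = mean below 60% and not all replicates reaching 60%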;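 also: luciferase light reporting Pax8 driven TPO promoter activity; plate controls were median of neutral control wells for no effect and mitoxantrone controls for full effect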
DENV2 CPE rescue: protects cells from dengue virus 2 cytopathic effect. 1.7% of 350,000 active. CPE inhibition, % at 9.99 µM. DENV2-infected cells, cytopathic effect rescue, plate reader; in the data active = CPE inhibition above about 20%, passing the limit was not always enough; inconclusive = no clear call, values can overlap the other calls; tested in BHK-21 cells;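 also: 0% = median of neutral control wells and 100% = median of positive control wells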
The depositor's hits bear a star; ? = inconclusive; / = not tested or not shown; & = joins results of further samples; [ ] = remark or other dose.

Value order: F508del corr	EWS-Fli block	DENV2 CPE rescue	INS-1E GSIS act	PAX8 inh HTS	FN deposition inh	miR122 inh
1) CN(CC(=O)Nc1cccc(F)c1)C(=O)CN1C(=O)NC2(CCCCC2)C1=O
  0.7	-4	3	2	-3	3	/
2) COc1ccc(-c2noc(C3CCCN(C(=O)c4ccc(C)cc4)C3)n2)cc1 (stereo not drawn)
  -4.2	-11	6	0	2	-4	/
3) COc1ccc(OC)c(NC(=O)Cc2ccc(NC3=NC4CS(=O)(=O)CC4S3)cc2)c1 (stereo not drawn)
  3.0	-2	4	-1	-2	-1	-4
4) CC(=O)c1c(C)oc2ccc(N(C(C)=O)S(=O)(=O)c3cccc4cccnc34)cc12
  2.4	-2	/	16	56	0	/
5) Cc1c(Cl)c([N+](=O)[O-])nn1CC(=O)NCc1ccc(Cl)cc1
  3.1	9	5	1	-10	6	0
6) Cc1c(O)ccc(C(=O)CN2CCN(Cc3ccccc3)CC2)c1O
  -0.3	-4	?	27	7	-1	-1
7) O=C(Nc1ccnn1C1CCN(Cc2ccc(CO)o2)CC1)c1ccc2c(c1)OCO2
  -1.0	/	1	-2	-16	-4	-3
8) CN1C(=O)c2cc(NC(=O)c3ccc(Cl)cc3)ccc2OC[C@H]2O[C@H](CC(=O)O)CC[C@@H]21
  -3.5	1	/	-5	-11	-6	2[16.7 µM]
9) CCOc1ccc(Oc2nc(C)cc(OC)n2)nn1
  -1.3	7	71*	2	0	-3	/
10) CCCCn1c(SCC(=O)c2ccc3c(c2)OCCO3)nnc1-c1ccco1
  /	/	/	/	-2	1	-6
11) O=C(NCCN1CCCCC1)[C@H]1N[C@H]2c3ccc(-c4ccccc4)c(=O)n3C[C@H]2[C@@H]1CO
  2.1	2	2	40	/	/	/
12) C[C@H]1CN([C@@H](C)CO)C(=O)c2cc(NC(=O)CCN3CCOCC3)ccc2O[C@H]1CN(C)S(=O)(=O)c1ccc(F)cc1
  3.6	-5	-3	36	-5	/	-4[16.7 µM]
13) CCCCCCCCCC(=O)N1c2ccccc2NC(=O)C1CC(=O)Nc1ccc(C(=O)O)cc1 (stereo not drawn)
  -0.1	0	0	-4	-6	5	-4
14) CC1=C(C(=O)OC(C)(C)C)C(c2cccc3ccccc23)NC(=O)N1 (stereo not drawn)
  -1.5	5	3	-12	19	-2	-2
15) CCCN1[C@@H]2c3ccc(-c4ccncc4)c(=O)n3C[C@H]1[C@H](CO)[C@H]2C(=O)N1CCCCC1
  -1.0	3	20	-1	10	/	-4[16.7 µM]
16) N#Cc1c(SCC(=O)Nc2cccc(F)c2)sc2c(O)cc(=O)[nH]c12
  0.9	-9	-2	5	3	-6	0
17) C[C@H]1CN([C@@H](C)CO)C(=O)c2cc(NC(=O)CCCN(C)C)ccc2O[C@@H]1CN(C)C(=O)Nc1ccc2c(c1)OCO2
  -1.9	/	0	23	-36	-5	-3[16.7 µM]
18) CCOc1cc2c(cc1/C=C(/C#N)c1ccc(C(=O)O)cc1)OCO2
  -1.1	4	2	-14	8	-4	/
19) CC(C)C#Cc1ccc([C@@H]2[C@H](CO)N3CCCCN(S(=O)(=O)Cc4ccccc4)C[C@@H]23)cc1
  5.7	15	-2	-25	1	/	2[16.7 µM]
20) CCN(CC(=O)NCc1ccc(F)cc1)C(=O)/C=C/c1ccc(S(=O)(=O)N(CC)CC)cc1
  -1.1	16	-2	-15	9	-4	/
21) Cc1cc(-c2csc3ncnc(N4CCN(C)CC4)c23)cc(C)c1C
  0.1	16	-1	-7	-3	-1	-7
22) COc1ccc(N2CCN(C(=O)CSc3ncccc3-c3nc4ccccc4[nH]3)CC2)cc1
  0.1	-26	/	/	/	/	-3
23) ClC1(Cl)CC1Cn1cnc2ccccc21 (stereo not drawn)
  -1.1	-15	-2	-2	3	/	5
24) O=c1c2cc(Br)ccc2[nH]c(=S)n1Cc1cccnc1
  /	/	/	/	-9	0	9
25) COc1cccc(CN2CC(C(=O)NCCc3nccs3)CCC2=O)c1 (stereo not drawn)
  1.5	5	5	10	-14	9	-8
26) CS(=O)(=O)N1[C@@H](C#N)[C@H](c2ccccc2)[C@@H]1CO
  -0.9	-21	-4	15	-30	-1	/
27) COc1ccc(C2(O)CCN(CC(=O)Nc3nc(-c4ccccc4)cs3)CC2)cc1
  -3.9	4	-3	21	1	/	-8
28) COc1ccc(-c2cc(C#N)nc(Cl)n2)cc1
  0.4	-7	0	/	2	-2	/
29) Cc1ccc(C(=O)NC2CC(=O)N(c3ccc4c(c3)OCCO4)C2)cc1[N+](=O)[O-] (stereo not drawn)
  -0.9	-1	-11	4	7	5	/
30) N#Cc1cccc(C(c2nnnn2Cc2ccccc2)N2CCCC2)c1 (stereo not drawn)
  0.0	-3	/	5	/	/	/
31) CC(=O)NC(CCS(C)(=O)=O)C(=O)Nc1cccc(C)c1C (stereo not drawn)
  -0.7	-5	9	5	2	5	/
32) Cc1ccc(Oc2nc3ccccn3c(=O)c2/C=C(\C#N)C(=O)NC2CCS(=O)(=O)C2)c(C)c1 (stereo not drawn)
  -0.8	3	-2	-8	2	5	-4
33) Cc1ccc(-c2ccc3c(c2)O[C@@H](CN(C)C(=O)C2CCCCC2)[C@@H](C)CN([C@H](C)CO)S3(=O)=O)cc1
  2.3	4	/	-10	/	-16	13[16.7 µM]
34) CN(C)S(=O)(=O)c1cccc(NC(=O)CNCC2CCCCC2)c1
  -1.2	2	1	2	3	4	/
35) CC1=NN(c2ccccc2)C(=O)/C1=C/c1c(O)n(-c2ccc(F)cc2)[nH]c1=O
  /	/	/	-6	-7	-4	-2
36) O=C(COC(=O)c1cccc(NS(=O)(=O)c2ccc(F)c(F)c2)c1)NC(=O)NC1CCCC1
  /	-5	4	-44	5	3	/
37) O=C(Nc1cccnc1)c1ccc(F)c(S(=O)(=O)N2CCOCC2)c1
  -0.3	4	11	11	-1	1	-2
38) CC(C)NC(=O)N(C)C[C@@H]1Oc2c(NC(=O)Nc3ccc4c(c3)OCO4)cccc2C(=O)N([C@@H](C)CO)C[C@@H]1C
  -0.3	-23	-5	0	-35	/	-4[16.7 µM]
39) COC(=O)c1ccc(NC(=O)C2CCCN(S(=O)(=O)c3cnc[nH]3)C2)cc1 (stereo not drawn)
  -2.8	-4	1	-2	-1	1	1
40) Nc1cccc(NC(=O)CN2CCOCC2)c1
  2.1	6	0	-7	-15	1	0
41) CCS(=O)(=O)N1CCC2(CC1)CN(S(=O)(=O)c1ccc(C)cc1)[C@@H](CO)c1[nH]c3cc(OC)ccc3c12
  -2.4	-17	-1	-13	/	4	/
42) CO[C@@H]1CN(C)C(=O)c2cc(NC(=O)c3cnccn3)ccc2OC[C@@H](C)NC[C@H]1C
  0.8	1	3	10	/	-10	-15[16.7 µM]
43) Nc1cc(=O)[nH]c(SCC(=O)N2CCN(S(=O)(=O)c3ccc4ccccc4c3)CC2)n1
  4.2	5	9	-3	12	-5	/
44) Cc1ccc(Cl)cc1N1CCN(C(=O)c2ccc3nc[nH]c3c2)CC1
  /	-7	0	-9	11	1	14
45) COc1cc2c(cc1NC(=O)COC(=O)[C@@H](NC(=O)c1ccccc1)C(C)C)oc1ccccc12
  /	-11	1	/	-40	-2	-4
46) COc1ccc(S(=O)(=O)N2CCCC(C(=O)N3CCN(c4ccccc4)CC3)C2)cc1Cl (stereo not drawn)
  -1.8	/	4	-28	/	-4	/
47) Cn1c(C(=O)N2CCCC(C(=O)c3ccc(C(F)(F)F)cc3)C2)cc(=O)n(C)c1=O (stereo not drawn)
  -0.6	8	-1	-6	-13	-5	-11
48) CN(C)C(CNC(=O)c1ccc(OCc2cn3ccccc3n2)cc1)c1ccco1 (stereo not drawn)
  1.4	-29	-2	-13	-56	-1	-5
49) O=C(C[C@@H]1CC[C@H]2[C@@H](COC[C@H](O)CN2CC2CCCCC2)O1)NCc1ccc(Cl)cc1
  0.3	5	-11	8	-11	-5	-4[16.7 µM]
50) O=C(NCC(c1ccc(F)cc1)N1CCOCC1)c1ccco1 (stereo not drawn)
  -0.7	-8	4	9	-14	/	-1
51) COc1ccc(/C=C/c2ccccc2)cc1[C@H]1[C@@H]2C=CCC[C@@]2(C)C(=O)N1Cc1ccccc1
  1.3	-28	-9	8	-88	-5	28
52) CCC1CN(C(=O)NCc2ccc(C)cc2)c2cc(Cl)ccc2O1 (stereo not drawn)
  0.2	11	-4	-41	-8	0	2
53) CC(C)=CCC/C(C)=C/COc1c2occc2cc2ccc(=O)oc12
  -3.6	5	-9	-5	/	/	-14
54) CNC(=O)c1ccc(-n2cccn2)nc1
  2.5	3	-3	14	-4	-10	/
55) Cc1cccc(NS(=O)(=O)c2c(C(=O)N3CCOCC3)c(C)n(C)c2C)c1C
  0.0	/	1	18	8	2	7
56) COc1ccc(-c2[nH]ncc2CNCc2cc(C)n(C)n2)c(F)c1
  0.3	4	-5	1	5	-3	2
57) CCCN1C[C@H](C)[C@@H](OC)CN(C)C(=O)c2cc(NC(=O)CC)ccc2OC[C@H]1C
  -1.0	-9	/	-2	/	/	3[16.7 µM]
58) COc1ccc(C(=O)N2CCN(S(=O)(=O)c3ccc4c(c3)OCCO4)CC2)cc1OC
  1.9	4	3	38	-5	-2	-7
59) COc1cccc(S(=O)(=O)N[C@H]2C=C[C@@H](CC(=O)NCc3ccccc3)O[C@H]2CO)c1
  2.5	0	-6	9	1	/	/
60) Cc1nc(S(=O)(=O)N2CCN(Cc3ccc(OCCO)cc3)CC2)cn1C
  2.1	-9	8	/	/	/	/

Fetched by structure from the entries so far, two records:
Value order: F508del corr	EWS-Fli block	DENV2 CPE rescue	INS-1E GSIS act	PAX8 inh HTS	FN deposition inh	miR122 inh
42) CO[C@@H]1CN(C)C(=O)c2cc(NC(=O)c3cnccn3)ccc2OC[C@@H](C)NC[C@H]1C
  0.8	1	3	10	/	-10	-15[16.7 µM]
59) COc1cccc(S(=O)(=O)N[C@H]2C=C[C@@H](CC(=O)NCc3ccccc3)O[C@H]2CO)c1
  2.5	0	-6	9	1	/	/

The list continues.
Value order: F508del corr	EWS-Fli block	DENV2 CPE rescue	INS-1E GSIS act	PAX8 inh HTS	FN deposition inh	miR122 inh
61) C[C@H]1CN([C@@H](C)CO)C(=O)CCCn2nncc2CO[C@@H]1CN(C)CC1CC1
  -2.3&1.6	-9&-5	5&-6	12&5	-15&-13	-2&3	4[16.7 µM]
62) CCCNC(=O)N1CC(=O)N2[C@H](CO)[C@H](c3ccc(C#Cc4ccc(F)cc4)cc3)[C@H]2C1
  2.7	/	11	2	/	/	/
63) CCCNC(=O)[C@H]1[C@H](CO)[C@H]2Cn3c(ccc(-c4ccccc4F)c3=O)[C@H]2N1C(C)=O
  0.8	-4	14	-4	/	/	/
64) CCn1ccnc1CN(C)Cc1nc(-c2cccc(Cl)c2)no1
  -3.5	-3	8	/	-19	5	/
65) CC(=O)Nc1ccc(SCC(=O)N(C)C2CCS(=O)(=O)C2)cc1 (stereo not drawn)
  0.2	-14	?	11	12	0	1
